DNMT1 block: DNMT1 (human) enzyme inhibition; DNMT1 molecular beacon, Hinp1I cleavage, fluorescence; hit rate 0.83% among 360,000; AID 588458; inhibition (reported as % activation of signal), % at 10 µM; in the data active = inhibition above about 50%
LMPTP inh: LMPTP (human) inhibition; P24666; recombinant LMPTP-A, OMFP fluorogenic substrate, fluorescence intensity; inhibition, % at 20 µM; hit rate 0.22% among 360,000; AID 651560;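 active = compounds that cut the enzyme signal by at least half of the control window in the single-dose screen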;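 note: plate controls were DMSO wells with enzyme plus substrate for no effect and substrate without enzyme for full effect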
Target sequence (P24666 whole entry, looked up): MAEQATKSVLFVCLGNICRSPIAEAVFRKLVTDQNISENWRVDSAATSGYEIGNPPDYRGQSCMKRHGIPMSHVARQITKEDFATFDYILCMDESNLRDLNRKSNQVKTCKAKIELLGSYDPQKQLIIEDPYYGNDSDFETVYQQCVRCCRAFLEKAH
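Buffer or medium: Bis-Tris pH 6.0, DTT, detergent; Assay system: LMPTP-A enzyme; Quantity: 0.625 nM enzyme; Detection: endpoint fluorescence intensity; Times: 50 min dark incubation at room temperature; Controls: substrate-only low control, DMSO enzyme-plus-substrate high control; Doses: single 20 µM dose; Read-out: percent inhibition versus substrate-only and uninhibited controls; Reagent: 400 µM OMFP.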
Neddylation inh: cullin neddylation inhibition. AID 651699. P61081+Q13564. calls only at 25 µM. hit rate 0.58% among 360,000. TR-FRET cullin neddylation, biochemical; in the data active = inhibition above about 36%
TbMetRS inhib: blocks T. brucei methionyl-tRNA synthetase activity. purified T. brucei MetRS, ATP depletion, Kinase-Glo luminescence. inhibition, % at 11.9 µM. hit rate 0.4% among 360,000. AID 624268;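 active = inhibition above a per-plate cutoff of the control wells' mean inhibition plus 3 SD, cut at about 5.5% in these data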;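 note: 0% = DMSO wells median and 100% = median of wells with control inhibitor compound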
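Dosing: 11.9 µM compound single dose, 0.9% DMSO; Assay system: purified T. brucei MetRS enzyme; Measured by: Kinase-Glo luciferase luminescence reporting remaining unconsumed ATP; Schedule: 15 min plus 2 h at 25 °C.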
SKN-1 inh: blocks SKN-1 activity in C. elegans | C. elegans VP596 Pgst-4::GFP/RFP ratio, acrylamide-induced, 24 h | inhibition, % at 21.8 µM | hit rate 0.49% among 360,000 | AID 624304;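 active = interference check ratio from 0.5 to 1.5 plus GFP to RFP signal ratio inhibition reaching or exceeding a fixed threshold, cut at about 30% in these data, passing the limit was not always enough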; note: some compounds called inactive have numbers as strong as hits
NRP1-CendR mod: alters CendR peptide binding to human NRP-1 | AID 602438 | FAM-RPARPAR peptide binding to NRP-1, fluorescence polarization | hit rate 0.85% among 360,000 | O14786 | inhibition, % at 25 µM;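 active = inhibition or corrected inhibition above about 18%, plus a signal ratio from 0.5 to 1.5, limit read from the data, passing the limit was not always enough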; note: strong numbers were not always called active
SUMO1-SIM PPI: SUMO1-SIM interaction modulation. SUMO1 binding to a labelled peptide, TR-FRET, 1 h. P63165. inhibition, % at 20 µM. hit rate 0.33% among 360,000; in the data active = inhibition above about 37%
Target sequence (P63165 whole entry, looked up): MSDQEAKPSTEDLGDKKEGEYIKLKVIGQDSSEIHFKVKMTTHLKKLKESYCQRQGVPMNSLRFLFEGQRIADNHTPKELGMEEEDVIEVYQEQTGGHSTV
NadD inh: blocks S. aureus nicotinate mononucleotide adenylyltransferase | hit rate 0.78% among 360,000 | AID 602399 | inhibition, % at 20 µM | purified NadD enzyme, colorimetric absorbance read-out; in the data active = inhibition above about 26%; note: some compounds past the cut are filed as inactive
Scp1 inh: inhibitors of human Scp-1 phosphatase. Q9GZU7. Recombinant Scp1, phosphopeptide, malachite green phosphate absorbance. inhibition, % at 20 µM. hit rate 0.88% among 340,000. AID 493091;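 active = inhibition above about 50% at 20 µM, limit read from the data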;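 note: plate controls were DMSO wells with enzyme for no effect and wells lacking enzyme for full effect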
Target sequence (Q9GZU7 76-261 limits assumed): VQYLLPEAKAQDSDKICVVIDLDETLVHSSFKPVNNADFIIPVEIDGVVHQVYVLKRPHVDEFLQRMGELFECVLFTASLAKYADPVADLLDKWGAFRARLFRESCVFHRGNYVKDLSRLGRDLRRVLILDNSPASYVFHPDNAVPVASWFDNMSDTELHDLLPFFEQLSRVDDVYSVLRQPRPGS
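System: truncated SCP-1 phosphatase (76-261aa); medium: Tris acetate buffer pH 5.5 with MgCl2 and Tween-20; incubation: 45 min room-temperature reaction, 5 min colour, 30 min stabiliser; compound: single 20 µM dose, 1% DMSO; reagent: Phosphorylated 17-residue peptide substrate; read-out: % inhibition at 20 µM; technique: colorimetric free-phosphate detection, absorbance 630 nm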
STEP block: inhibitors of human striatal-enriched phosphatase STEP | inhibition, % at 20 µM | P54829 | recombinant STEP, OMFP fluorogenic substrate, fluorescence | hit rate 0.25% among 360,000;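 active = inhibition at 20 µM, scaled per plate between control wells, above about 37%, limit read from the data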;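 note: 0% = DMSO with enzyme and substrate and 100% = substrate only without enzyme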
Target sequence (P54829 whole entry, looked up): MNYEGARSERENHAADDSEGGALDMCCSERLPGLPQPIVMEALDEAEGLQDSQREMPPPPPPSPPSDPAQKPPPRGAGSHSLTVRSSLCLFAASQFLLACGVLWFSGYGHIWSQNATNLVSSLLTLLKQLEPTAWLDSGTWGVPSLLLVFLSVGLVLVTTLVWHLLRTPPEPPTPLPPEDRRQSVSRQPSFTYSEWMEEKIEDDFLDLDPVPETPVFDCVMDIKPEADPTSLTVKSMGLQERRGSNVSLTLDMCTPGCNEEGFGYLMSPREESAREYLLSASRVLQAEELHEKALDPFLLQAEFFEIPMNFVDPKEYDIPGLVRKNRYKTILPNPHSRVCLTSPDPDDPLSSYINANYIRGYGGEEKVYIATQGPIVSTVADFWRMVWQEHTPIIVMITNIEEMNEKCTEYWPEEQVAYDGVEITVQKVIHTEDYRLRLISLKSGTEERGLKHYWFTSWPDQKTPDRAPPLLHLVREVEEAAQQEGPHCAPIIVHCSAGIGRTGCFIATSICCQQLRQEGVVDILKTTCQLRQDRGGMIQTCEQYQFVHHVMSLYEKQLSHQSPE
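Material: STEP (striatal-enriched tyrosine phosphatase) enzyme, cell-free; Compound dosing: 20 µM single dose in 1% DMSO; Technique: fluorescence read at 480 nm ex / 540 nm em; Times: reaction 20 min, ambient temperature; Medium: 50 mM Bis-Tris pH 6.0 with 2.5 mM DTT and 0.005% Tween 20; Also added: OMFP at 25 µM.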
* marks the source's active call; other numbers are inactive results; i = inactive; . = no result given.

DNMT1 block	LMPTP inh	Neddylation inh	TbMetRS inhib	SKN-1 inh	NRP1-CendR mod	SUMO1-SIM PPI	NadD inh	Scp1 inh	STEP block	canonical_smiles
1.0	-0.5	i	-0.1	13.6	-6.5	-0.9	-1.0	13.3	0.7	Cc1ccc(Nc2nc(Cl)nc3ncn(C)c23)c(C)c1
-0.4	0.7	i	-1.0	0.3	5.0	-3.7	-3.3	0.4	-3.8	CC(=O)Nc1ccc(NC(=O)CSc2nnc(CC(C)O)n2-c2ccccc2)cc1 (stereo unspecified)
1.7	-1.5	.	0.0	5.8	1.7	-11.9	-2.0	-33.6	-2.7	Cc1cc(=O)oc2cc(Nc3ccccc3)ccc12
0.4	-4.1	i	-0.2	12.6	-8.0	3.5	-6.4	-10.7	0.4	O=C1CCCC2=C1C(c1cccs1)n1nc(SCc3ccc(C(=O)O)cc3)nc1N2 (stereo unspecified)
-0.6	-1.1	i	-1.5	12.1	13.9	9.4	1.2	-2.4	-2.8	CC(O)CNc1nc2c(c(=O)n(Cc3ccc(Cl)cc3)c(=O)n2C)n1C (stereo unspecified)
2.2	-0.5	i	17.1*	-7.9	11.3	1.5	-4.5	-2.0	1.7	COc1ccc(CNC(=O)CSc2nc3ccccc3n2C(C)=O)cc1
-5.2	1.6	i	0.7	-15.3	7.8	2.1	7.1	-7.9	-1.3	C/C(=N\NC(=O)c1nnn(-c2nonc2N)c1CN(C)c1ccccc1)c1ccccn1
1.1	-2.6	i	-0.3	15.2	-3.1	12.2	5.6	-2.1	1.9	O=C(c1cccc(S(=O)(=O)Nc2ccccc2Cl)c1)N1CCN(C(=O)c2ccco2)CC1
0.6	-0.2	i	-0.1	7.8	6.2	0.3	-2.5	-6.8	-1.8	COc1ccc(C(C)=O)cc1CSc1nnc(C)s1
-0.2	-0.9	i	-1.2	-8.5	-5.4	-0.7	-1.2	-6.8	-3.5	COc1ccc(N(CC(=O)Nc2ccc(C)cn2)S(=O)(=O)c2c(C)noc2C)cc1
.	3.2	i	0.1	7.4	8.2	-3.4	9.7	.	.	COC(=O)c1ccc(N2C(c3cccc(OC)c3)=Cc3ccc(F)cc3C2c2c(C)[nH]c3ccccc23)cc1 (stereo unspecified)
2.5	-1.1	i	0.2	-4.7	11.8	4.0	-0.3	4.1	-1.7	Cc1cn(CC(=O)NCc2ccccc2)c(=O)[nH]c1=O
1.5	-0.7	i	-0.1	15.5	-0.1	1.3	1.5	-2.2	-1.9	CC1(C)COC(c2cc3c(cc2Br)OCO3)OC1
1.7	-1.0	i	-0.6	-11.1	7.0	0.2	-4.9	-2.8	-2.0	CN(Cc1ccncc1)C1CC(=O)N(c2ccc(F)cc2)C1=O (stereo unspecified)
4.9	-1.4	i	-0.3	-9.2	-14.1	4.1	-0.7	0.0	-4.2	CN(C(=O)CSc1nnc(Cc2ccccc2F)n1N)C1CCCCC1
0.4	0.3	i	-0.1	22.0	-4.9	-4.8	-2.5	-8.7	1.6	COc1ccc(CCC(=O)N2c3ccccc3CC2C)cc1 (stereo unspecified)
-0.6	-0.3	i	-1.3	3.6	-8.6	-2.3	1.2	-6.3	3.1	CC(=O)[C@@]1(O)CC[C@H]2[C@@H]3CCC4=CC(=O)CC[C@]4(C)[C@H]3[C@@H](O)C[C@@]21C
0.2	-4.3	i	0.3	7.8	7.6	-4.8	-5.0	1.1	-3.3	O=C(NCCCN1CCOCC1)/C(=C/c1cccnc1)NC(=O)c1ccccc1
0.2	-0.1	i	-0.7	3.9	0.0	2.2	-2.6	-6.5	1.2	COC(=O)COc1ccc(S(=O)(=O)N2CCCCCC2)cc1
3.0	0.2	i	-0.6	-4.2	-13.7	3.7	-13.0	-3.6	-4.3	Cc1nnc(SCC(=O)NNC(=O)c2ccco2)n1-c1cccc(Cl)c1

Laid out differently: entries from further up
CN(C(=O)CSc1nnc(Cc2ccccc2F)n1N)C1CCCCC1
  DNMT1 block: 4.9
  LMPTP inh: -1.4
  Neddylation inh: i
  TbMetRS inhib: -0.3
  SKN-1 inh: -9.2
  NRP1-CendR mod: -14.1
  SUMO1-SIM PPI: 4.1
  NadD inh: -0.7
  Scp1 inh: 0.0
  STEP block: -4.2

COc1ccc(CCC(=O)N2c3ccccc3CC2C)cc1 (stereo unspecified)
  DNMT1 block: 0.4
  LMPTP inh: 0.3
  Neddylation inh: i
  TbMetRS inhib: -0.1
  SKN-1 inh: 22.0
  NRP1-CendR mod: -4.9
  SUMO1-SIM PPI: -4.8
  NadD inh: -2.5
  Scp1 inh: -8.7
  STEP block: 1.6

CC(=O)[C@@]1(O)CC[C@H]2[C@@H]3CCC4=CC(=O)CC[C@]4(C)[C@H]3[C@@H](O)C[C@@]21C
  DNMT1 block: -0.6
  LMPTP inh: -0.3
  Neddylation inh: i
  TbMetRS inhib: -1.3
  SKN-1 inh: 3.6
  NRP1-CendR mod: -8.6
  SUMO1-SIM PPI: -2.3
  NadD inh: 1.2
  Scp1 inh: -6.3
  STEP block: 3.1

O=C(NCCCN1CCOCC1)/C(=C/c1cccnc1)NC(=O)c1ccccc1
  DNMT1 block: 0.2
  LMPTP inh: -4.3
  Neddylation inh: i
  TbMetRS inhib: 0.3
  SKN-1 inh: 7.8
  NRP1-CendR mod: 7.6
  SUMO1-SIM PPI: -4.8
  NadD inh: -5.0
  Scp1 inh: 1.1
  STEP block: -3.3

Next results
DNMT1 block	LMPTP inh	Neddylation inh	TbMetRS inhib	SKN-1 inh	NRP1-CendR mod	SUMO1-SIM PPI	NadD inh	Scp1 inh	STEP block	canonical_smiles
5.4	0.3	i	-0.8	7.5	4.4	1.7	-0.2	-5.1	0.6	COC(=O)CCCC(=O)N1CCCC(N(C)CCc2ccccc2)C1 (stereo unspecified)
-6.5	0.1	i	-0.2	-23.3	-11.4	5.0	-3.9	.	0.5	O=C(OCc1cn([C@@H]2CN(C(=O)C3CCCCC3)[C@@H](c3ccc(Cl)cc3)C[C@H]2O)nn1)c1ccccc1
-0.8	-5.0	i	-0.9	9.6	-1.9	1.1	-8.8	-6.2	-3.0	CN1CCN(CC(=O)NC2CCCCC2)CC1
1.8	0.7	i	0.3	4.6	-6.0	-4.7	-3.8	-5.3	-1.4	CCCS(=O)(=O)c1nc(S(=O)(=O)c2ccc(C)cc2)c(NCc2ccco2)s1
0.9	0.5	i	0.3	2.9	6.3	5.2	6.4	93.8*	-3.1	CCCCn1c2c(c(=N)c3c1CCC3)CCC2
1.3	1.8	i	0.2	-12.8	8.5	-34.5	-12.1	-4.6	1.3	Cc1ccc(/C=C2\SC(=S)N(CCCC(=O)N3CCOCC3)C2=O)cc1
1.3	-1.3	i	-0.3	15.3	2.6	6.4	0.1	-3.5	-1.2	CC1CN(CCOCCSc2ccc(Cl)cc2)CC(C)O1 (stereo unspecified)
-6.4	-1.8	i	-0.5	-6.0	-7.6	4.3	-4.6	.	0.8	NC(CCc1ccccc1)c1csc(Nc2ccc(C(=O)NCCCO)cn2)n1 (stereo unspecified)
1.3	-1.1	i	-1.6	6.0	-6.7	3.0	-6.6	-2.7	0.0	CCOc1ccc(-c2nn3c(-c4ccc(F)cc4)nnc3s2)cc1
-6.9	0.1	i	-0.1	-23.6	-5.3	-1.8	5.0	-7.2	-4.0	CC1(c2cccc(Br)c2)NC(=O)N(CC(=O)Nc2ccc3c(c2)OCCO3)C1=O (stereo unspecified)
1.4	-0.8	i	-0.3	0.5	1.5	-1.4	-5.7	-10.4	0.5	COc1ccc(C(=O)OCc2c(C)noc2C)cc1
0.1	0.5	i	0.1	11.6	-10.4	-0.2	-8.4	0.9	1.1	CCc1c(O)nc(SCC(=O)Nc2nc3ccccc3s2)n(-c2ccc(C)cc2)c1=O
-0.2	-0.9	i	-1.0	-20.2	2.7	2.7	-1.7	-7.0	-4.1	CCOC(=O)c1cnc2c(cnn2C)c1NCCC(O)C(F)(F)F (stereo unspecified)
-2.5	0.6	i	-0.6	1.8	6.9	-1.4	-7.0	-2.4	1.8	Cc1ccc(NC2CCCN(C(=O)c3ccc(-n4ccnc4)cc3)C2)cc1C (stereo unspecified)
4.0	-1.2	i	-0.4	3.7	3.6	0.0	1.5	-7.3	2.2	CCNC(=S)NNC(=O)c1cc(-c2cccc(OC)c2)nc2ccccc12
2.8	-2.5	i	0.2	-2.8	-1.4	0.8	0.2	-1.6	1.4	O=C(CCC(=O)N1CCN(C2CCCC2)CC1)Nc1nnc(C(F)(F)F)s1
1.1	-1.0	i	-0.7	5.1	8.3	0.8	-3.2	0.6	0.3	CCC1CCCCN1C(=O)CCS(=O)(=O)c1ccc2c(c1)CCN2C(C)=O (stereo unspecified)
-14.8	2.4	i	-0.6	1.5	8.2	3.1	-0.4	-4.0	0.0	Cc1cc(C)c(S(=O)(=O)N(C)c2ccccc2)c(C)c1
-0.3	-0.3	i	-0.1	20.9	-4.3	0.2	5.7	-6.1	5.7	c1coc(-c2nnc3sc(C4CCCCC4)nn23)c1
-4.8	0.0	i	-2.1	-3.2	-6.2	0.9	-5.5	0.9	-3.4	Cc1ccc(C(=O)COC(=O)c2ccc(O)cc2)cc1

Next part.
DNMT1 block	LMPTP inh	Neddylation inh	TbMetRS inhib	SKN-1 inh	NRP1-CendR mod	SUMO1-SIM PPI	NadD inh	Scp1 inh	STEP block	canonical_smiles
-0.6	-0.1	i	0.5	-8.3	1.3	2.2	1.2	-6.4	-1.3	CCN(CC)S(=O)(=O)c1ccc(C(=O)N2CCN(c3ncccn3)CC2)cc1
-2.1	0.3	i	-0.7	4.7	1.2	0.5	-7.5	.	2.4	CC1(C)OC(=O)C2=C(C[C@@H](CCOCc3ccccc3)O[C@H]2c2ccc(F)cc2)O1
2.6	1.5	i	-0.6	13.8	3.7	4.0	-0.5	-9.6	-0.9	O=C(NC1CCCC1)c1cccc(Oc2ccccc2)c1
-2.7	1.8	i	-0.5	-5.0	1.8	0.6	-6.6	-6.1	5.0	Cc1ccc(C(=O)N2CCN(c3ccccc3Cl)CC2)cc1[N+](=O)[O-]

Source: PubChem BioAssay
